# mcGAS RapidFire: mouse cGAS inhibition by mass spec | inhibition, % at 12.5 µM | Q8C6L5 | actives 0.18% (n = 130,000) | recombinant mouse cGAS, cGAMP by RapidFire MS | AID 1259397;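 active means inhibition of cGAS enzyme activity at or above 60%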;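 further: enzyme stimulated by 45 bp dsDNA with ATP and GTP substrates; cGAMP share of summed cGAMP plus half ATP and half GTP signals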
# Target sequence (Q8C6L5 whole entry, looked up): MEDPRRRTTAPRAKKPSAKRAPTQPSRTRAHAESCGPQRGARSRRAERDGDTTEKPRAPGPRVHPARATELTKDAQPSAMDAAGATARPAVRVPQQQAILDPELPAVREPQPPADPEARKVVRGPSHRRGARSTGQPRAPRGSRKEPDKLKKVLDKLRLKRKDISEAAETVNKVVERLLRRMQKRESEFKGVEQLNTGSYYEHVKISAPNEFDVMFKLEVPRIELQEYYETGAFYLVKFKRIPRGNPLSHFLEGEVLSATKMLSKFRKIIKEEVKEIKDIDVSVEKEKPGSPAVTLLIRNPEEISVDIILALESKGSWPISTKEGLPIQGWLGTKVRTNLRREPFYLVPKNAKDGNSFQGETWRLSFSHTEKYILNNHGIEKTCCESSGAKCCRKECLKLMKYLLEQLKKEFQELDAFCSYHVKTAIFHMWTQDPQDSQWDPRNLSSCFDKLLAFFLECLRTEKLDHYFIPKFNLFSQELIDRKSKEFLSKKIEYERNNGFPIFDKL
# * = called active by the depositor; & = joins results of further samples.
SMILES,mcGAS RapidFire
CC(C)NC(=O)C1(C)CCCN1Cc1ccccc1C#N (stereo unspecified),-7
CCn1c(C)cc(O)c(C(c2ccncc2)N2CCCCC2)c1=O (stereo unspecified),-8
CN(C)CCNc1nc(Oc2ccc(Cl)c(Cl)c2)c2sccc2n1,6
CC(C)c1cnc(CN(C)C2CCN(CCn3cncn3)C2)o1 (stereo unspecified),12
CC(C)=C1CC[C@]2(C1)C(=O)CCC1=C2CCCC1=O,-7
O=C(Nc1ccc(-c2ncccn2)cc1)c1ccc2c(c1)OCCCO2,8
O=S(=O)(c1ccc(C(F)(F)F)cc1)N1CCC(CO)(Cc2cccc(C(F)(F)F)c2)CC1,-9
CC(C)(C)c1ccc(S(=O)(=O)NCc2ccc3c(c2)OCO3)cc1,4
COc1cccc(CC(=O)Nc2ccc3c(c2)CCC3)c1,20
Cc1cc(N(C)C)nc(NCCNC(=O)Nc2cccc(Cl)c2C)n1,-9
O=S1(=O)CCN2C(c3ccc(Cl)c(Cl)c3)=CSC2=N1,45
Cc1ccc(-n2ncc3c(=O)n(NC(=O)Cc4cccs4)cnc32)cc1C,-7
Cc1c(C(=O)N(C)Cc2ccc(F)cc2)sc(=O)n1CC(=O)N(C)C,-7
O=C(c1cccc2c1NCCC2)N1CC[C@@H](c2ccc3c(c2)OCO3)[C@H](O)C1,-11
Clc1cccnc1-c1ccc(-c2ccn[nH]2)cc1,-10
CNC(=O)CN1CCC(NC(=O)CCC(=O)c2cc(C)ccc2C)CC1,0
COc1ccc(CNC(=O)c2cn(Cc3ccccc3OC(C)=O)c(=O)s2)cc1OC,2
CN1C(=CC=Nc2ccc([N+](=O)[O-])cc2Br)C(C)(C)c2ccccc21,-3
CSc1nnc(CN2CCN(Cc3nc(C)no3)CC2)s1,-7
CN(C)CC1(O)CCCN(C(=O)c2ccc(CO)o2)C1 (stereo unspecified),-36
O=C(CSc1nnnn1C1CCCC1)c1ccc2c(c1)OCO2,-17
CN(C(=O)C1CC(=O)Nc2cc(F)ccc21)c1ccccc1 (stereo unspecified),-1
CCCc1cc2c(=O)c(-c3ccc4c(c3)OCO4)coc2cc1OC(C)C,-7
COC(=O)C1=C(C)NC(C)=C(C(=O)OC)C1C(=O)OCc1ccc(C(=O)OC)o1,-7
O=S(=O)(Nc1ccc(Cl)cc1)c1cnc[nH]1,-8
O=C(Nc1ccc(Oc2ccccc2F)cc1)C1CCN(C(=O)C2CCCO2)CC1 (stereo unspecified),-5
CC1Sc2ccc(S(C)(=O)=O)cc2N(Cc2ccc(OC(F)(F)F)cc2)C1=O (stereo unspecified),6
COc1cccc(C(=O)Nc2c3c(nn2-c2ccc(C)cc2C)CS(=O)(=O)C3)c1,-6
CC(=NNc1ncnc2sc(C)c(C)c12)c1ccccn1,2
N=C1/C(=C/c2ccc(OC(=O)c3ccco3)cc2)C(=O)N=C2SC=CN12,-2
O=C(OCc1nc(-c2ccc(F)cc2)no1)C1CCS(=O)(=O)C1 (stereo unspecified),3
CN(C)C(=O)OCn1cc[n+](C)c1,-7
CCOc1ccccc1CN1CCN(Cc2cn[nH]c2-c2ccccc2)CC1CCO (stereo unspecified),-4
COn1c(=O)c(C)[n+]([O-])c2ccccc21,-1
CCCNC(=O)CSc1nc2[nH]ncc2c(=O)[nH]1,-7
Cn1cnnc1C1CCN(Cc2cc3n(n2)CCNC3)CC1,-5
O=C(CSc1nc2c(c(=O)n1-c1ccccc1)SCC2)N1CCN(c2ccccc2)CC1,-4
COCCCNC(=O)c1ccc2c(c1)ncn2-c1ccccc1,-6
O=C(c1ccc(-c2noc(C3CC3)n2)cc1)N1CCCC2(CCNC2)C1 (stereo unspecified),-17
CCC1CN(C2CCN(c3cnn(C)c3)C2=O)CCO1 (stereo unspecified),-36
CNC(=O)CN1CCN(C(c2ccccc2)c2ccccc2)CC1,-1
CC(CCS(C)(=O)=O)NC(=O)NCC(C)c1ccsc1 (stereo unspecified),-4
CN(CCN1CCCC1=O)C(=O)c1ccc2[nH]c3c(c2c1)CCCC3,-6
O=c1c2cnc3ncnn3c2ccn1CCc1cccs1,-6
N=C1C(c2nc3ccccc3s2)C(=O)CN1c1cccc2ccccc12 (stereo unspecified),-5
CCc1nn2c(=O)cc(CNc3ccc(C)c(Cl)c3)nc2s1,-6
CC1(C)OC(=O)N2CCn3c(cc4ccccc43)C21C (stereo unspecified),5
N#Cc1cnn(C(=O)c2ccc(OCC(F)(F)F)cc2)c1N,7
COc1ccccc1CNC(=O)Cn1c2ccccc2c(=O)c2ccccc21,-5
C=CCOC(C)C(=O)NCCC(=O)Nc1ccc(Br)cc1 (stereo unspecified),2
COCCn1c(C)cc(C(=O)CSc2nnc(C3CC3)n2C2CC2)c1C,-4
CN(CC(=O)Nc1ccccc1Cl)C(=O)C1CCN(c2ncc(C(F)(F)F)cc2Cl)CC1,0
CN(Cc1cnccn1)C(=O)C1CC1c1cc(Cl)cc(Cl)c1 (stereo unspecified),-3
CN(CCNC(=O)c1ccn(-c2ccccc2Cl)n1)C1CC1,2
CCN1CCCC1CNC(=O)c1cc(COc2ccc(C)c(C)c2)on1 (stereo unspecified),-1
COCCn1cc(NC(=O)Nc2ncccc2C)c2ccccc21,-3
O=C(Nc1ccccc1OCCOc1ccccc1)C1CCCNC1 (stereo unspecified),-12
Cc1cc(C)n(CCc2nc(-c3ccc(C)o3)cs2)n1,-7
O=C(CCC1CCN(C(=O)CCc2ccc3c(c2)OCO3)CC1)NC1CC1,-10
COC(C)c1nc(COc2cc(C)ccc2C(C)=O)cs1 (stereo unspecified),-8

# Additional results:
SMILES,mcGAS RapidFire
COc1cccc2c1OCC(C(=O)N(C)Cc1snnc1C)C2 (stereo unspecified),-9
O=C1CCC/C(=N\NC(=O)COc2cccc(F)c2)C1,-5
Cc1ccc2[nH]c(O)c(N=NC(=O)c3ccccc3O)c2c1Br,0
COc1ccccc1-c1n[nH]c(=S)n1C1CCCCC1,-4
Cc1nnsc1CN(C)C(=O)c1onc2ccccc12,-18
O=S(=O)(CCn1cnc2ccccc21)NCc1cccnc1,1
Cc1ccc(C2=NN(C(=O)CN3c4cccc5cccc(c45)S3(=O)=O)C(c3ccco3)C2)cc1 (stereo unspecified),-7
CN(C)CC(C)(O)CNC(=O)c1cc(C#N)cn1C (stereo unspecified),1
CCOC(=O)Cn1c(CN2CC(C)OC(C)C2)nc2c1c(=O)n(C)c(=O)n2C (stereo unspecified),8
CCN1C(=O)NC(c2ccc(SC)cc2)C(C(=O)OCCOC)=C1C (stereo unspecified),-9
Cc1ccc(CNCc2scnc2C)c(OCC2CCOC2)c1 (stereo unspecified),-27
CCC(=O)Nc1ccc(S(=O)(=O)N(CCOC)C2CCSC2)cc1 (stereo unspecified),-7
COC(=O)c1sc(S(=O)(=O)Nc2ccc(F)cc2)c(C(=O)OC)c1C,17
C=CCN(C)S(=O)(=O)c1ccc(Br)cc1,-5
O=C1CCCCN1c1cccc(NS(=O)(=O)c2ccccc2[N+](=O)[O-])c1,-3
Cc1ncc2c(c1CNC(=O)CCOc1ccccc1)CCN(CC1CC=CCC1)C2 (stereo unspecified),1
Cc1cc(C)n(-c2ccc(CN3CCC4(CC3)OCCO4)cc2)n1,1
CC(=O)O[C@]1(C)CC[C@@]23CC1C(C)(C)[C@@H]2CC[C@H]3C,-2
CN(C(=O)CSc1nnnn1C)C1(C#N)CCCCC1,-39
COc1ccc(C2=CC(=C(C#N)C#N)c3cc4c(cc3O2)OCO4)cc1,22

# Arranged by molecular weight (ascending): some entries from above.
SMILES,mcGAS RapidFire
CC(=O)O[C@]1(C)CC[C@@]23CC1C(C)(C)[C@@H]2CC[C@H]3C,-2
O=C1CCC/C(=N\NC(=O)COc2cccc(F)c2)C1,-5
O=S(=O)(CCn1cnc2ccccc21)NCc1cccnc1,1
Cc1cc(C)n(-c2ccc(CN3CCC4(CC3)OCCO4)cc2)n1,1
COc1ccc(C2=CC(=C(C#N)C#N)c3cc4c(cc3O2)OCO4)cc1,22
CCC(=O)Nc1ccc(S(=O)(=O)N(CCOC)C2CCSC2)cc1 (stereo unspecified),-7
Cc1ncc2c(c1CNC(=O)CCOc1ccccc1)CCN(CC1CC=CCC1)C2 (stereo unspecified),1

# Filtered by structure: the entries above with an NH in an aromatic ring (seven)
SMILES,mcGAS RapidFire
Clc1cccnc1-c1ccc(-c2ccn[nH]2)cc1,-10
O=S(=O)(Nc1ccc(Cl)cc1)c1cnc[nH]1,-8
CCOc1ccccc1CN1CCN(Cc2cn[nH]c2-c2ccccc2)CC1CCO (stereo unspecified),-4
CCCNC(=O)CSc1nc2[nH]ncc2c(=O)[nH]1,-7
CN(CCN1CCCC1=O)C(=O)c1ccc2[nH]c3c(c2c1)CCCC3,-6
Cc1ccc2[nH]c(O)c(N=NC(=O)c3ccccc3O)c2c1Br,0
COc1ccccc1-c1n[nH]c(=S)n1C1CCCCC1,-4

# The list goes on.
SMILES,mcGAS RapidFire
O=C(NCc1cccnc1OC1CCCC1)C1CC2CCC1C2 (stereo unspecified),-19
O=C(CCOCc1ccccc1)Nc1cc(Cl)ccc1NC1CC1,-2
Cc1cc2oc3c(c(=O)c2cc1Cl)C(c1cccc(Cl)c1)N(C)C3=O (stereo unspecified),-7
O=C(NC1(Cc2ccc(Br)cc2)CCCCC1)C1CCN(C(=O)c2ccoc2)CC1,7
CCCCc1nc(-c2nccn2CCN2CCNC2=O)c(Cl)[nH]1,-22
FC(F)(F)c1nnc2n1CCN(c1nc(C3CC3)ns1)C2,-7
O=C(Nc1ccc(CC(=O)N2CCC(O)CC2)cc1)c1cc(Cl)ccc1Cl,-3
Cc1csc(C(C#N)C(=O)CCC(=O)c2ccc3c(c2)CCCC3)n1 (stereo unspecified),-3
CC(=O)N1CCC(C(=O)NC2CC(C)(C)Oc3cc(C)ccc32)CC1 (stereo unspecified),0
O=C(Nc1cnn(-c2ccccc2F)c1)N1CCOC2(CCCC2)C1,-8
CCCCN(C(=O)c1cc(C)nc2onc(C)c12)c1ccccc1,-6
O=C(N=C1N=C2C=CC(Cl)=CN2Cc2ccccc21)c1ccc([N+](=O)[O-])o1,-3
Cc1c(NCc2ccccn2)cccc1C(=O)N[C@@H]1C[C@H]2CC[C@@H]1C2,-11
CN1CCN(C(=O)C2CNCCN2C(=O)c2ccc(Cl)cn2)CC1 (stereo unspecified),-16
Cn1c(=S)[nH]c2cc(S(N)(=O)=O)ccc21,3&8
CS(=O)(=O)c1ccc(Br)c(S(=O)(=O)NCc2csc(=O)[nH]2)c1,5
Oc1cc(-c2cccc(Cl)c2)cc2c1OCCN(CCN1CCOCC1)C2,-35
Cc1onc(-c2ccccc2)c1C(=O)NCc1ccc(Cl)cc1,-1
CN=c1scc(-c2ccc(OC(F)F)cc2)n1N=Cc1c(OC)cc(OC)cc1OC,-12
COc1ccc(NC(=O)NCCNc2ccc(Nc3cccc(C)n3)nn2)cc1,-16
Cc1nc(C2CCCNC2)cc(N2CCC3(CC2)CNC(=O)O3)n1 (stereo unspecified),-15
CN(CC1(CO)CCC1)C(=O)Cc1noc2ccccc12,-23
CCn1c(C)cn2c3c(=O)[nH]c(=O)n(C)c3nc12,-6
COc1ccc(OCc2cccnc2Cl)cc1,-4
Cc1cc(F)ccc1S(=O)(=O)N1c2ccnn2C(C)CC1C (stereo unspecified),-13
CC(=O)Nc1cccc(C(=O)OCC(=O)N(C)Cc2ccc(C)cc2)c1,-4
COc1ccc(-c2n[nH]c(=O)c3nc(N)sc23)cc1,2
c1ccc(COCCN2CCCC3(CCNC3)C2)cc1 (stereo unspecified),-40
OC(c1ccccn1)C1CCN(c2nncc(-c3ccccc3)n2)CC1 (stereo unspecified),-1
Cc1csc(SCC(=O)Nc2sc3c(c2C(N)=O)CCC3)n1,-7
COC(=O)C1C(=O)Oc2ccc3ccccc3c2C1C(C)(C)C(=O)OC (stereo unspecified),-6
COc1ccc(S(=O)(=O)NCC2CCCN(Cc3cnc(SC)nc3)C2)cc1 (stereo unspecified),-3&1
Cc1ccccc1-n1ncc(C(C)NC(=O)CN2CCCC2=O)c1C (stereo unspecified),-5&-4
O=C1CCC2(CCCO2)CCN1Cc1cccc(Oc2ccccc2)c1 (stereo unspecified),-15
O=c1[nH]nc(C2CCC2)n1-c1ccc2c(c1)OCO2,-50
CC(C)(C)[C@H](NS(=O)(=O)c1ccc(CCCCl)cc1)C(N)=O,-27
CCOC(=O)CCn1c(=O)c2c(nc3n(CCCOC)c(C)c(C)n23)n(C)c1=O,-7
N#Cc1ccc(OCC(=O)NC(c2ccc(F)cc2)c2cccs2)cc1 (stereo unspecified),-13
COCCN(C)S(=O)(=O)c1cc(C)cc(F)c1,7
CCC(=O)N(Cc1cccc(C)c1)c1ccc(CC(=O)Nc2ccc(OC)cc2)cc1,-8
Cc1ccc(-n2c(C)c(C)n3c4c(=O)n(CCN5CCOCC5)c(=O)n(C)c4nc23)cc1C,-4
COc1ccc(CNC(=O)c2sc(=O)n(CC(=O)N(C)C)c2C)cc1OC,-13
O=C(Cc1c[nH]c2ccccc12)N1CCC(O)(C(=O)O)CC1,-19
C=CCONC(=O)c1c(C)nn(-c2c(Cl)cc(Cl)cc2Cl)c1C,-4
Cc1nn(-c2nc(C)c(C)c(=O)[nH]2)c(C)c1CCC(=O)Nc1ccccc1C(N)=O,-6
Cc1nc2c(C)cc(-c3ccnc4[nH]ccc34)cn2n1,-14
C=C(Cl)CSc1nnc(Cc2cccs2)o1,-7
Fc1ccc(-n2c(COc3ccccc3)n[nH]c2=S)cc1,3
Cc1nc(-c2ccccc2)c(C(=O)N2C[C@@H](N)C[C@H]2C(=O)NC(C)C)s1,-10
Cc1cccc(N=C2NN=C(c3ccc4c(c3)CC(C)N4S(C)(=O)=O)CS2)c1C (stereo unspecified),0
CC1CCCC(C(=O)N2CCC3(CCCc4ccccc43)C2)C1 (stereo unspecified),0
Cc1[nH]nc2ncc(CNC3CCCCNC3=O)cc12 (stereo unspecified),-7
C[C@](N)(Cc1ccc(O)c(O)c1)C(=O)O,-17&12
O=C(c1ccc2ncsc2c1)N1CCN(C(=O)c2cccs2)CC1,-7
COc1cc(NC(=O)Cc2noc3ccccc23)cc(OC)c1OC,-8

# Looked up above.
# `Cc1nn(-c2nc(C)c(C)c(=O)[nH]2)c(C)c1CCC(=O)Nc1ccccc1C(N)=O` in mcGAS RapidFire → -6
# `Cc1nc(-c2ccccc2)c(C(=O)N2C[C@@H](N)C[C@H]2C(=O)NC(C)C)s1` in mcGAS RapidFire → -10

# Assay outcomes: PubChem, Fisher Drug Discovery Resource Center

# Some of the compounds tested; count on the stated rates, not on these rows.
